MmCpn inh: Inhibitors of TCP-1 ring complex (TRiC) of Methanococcus maripaludis (MmCpn): qHTS | Chaperonin Mm-Cpn (Methanococcus maripaludis) | 330,000 compounds, 0.031% hits | Potency, µM (doses to about 76.9 µM), for the others: at the top dose activity, negative = inhibition, usual class: inhibitors | purified Mm-Cpn ATPase, ADP Transcreener TR-FRET | AID 504842, 2011; note: potency is the fitted concentration of half-maximal effect; % is set by controls: 0 for no effect and ±100 for the full control effect; nearly all actives have a fitted effect of over 80% in size
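TR-FRET (320 nm excitation; 590 and 665 nm emission) reports ADP made from 10 uM ATP by 25 nM enzyme; compounds were preincubated 10 min, reaction run 30 min, both at 37°C.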
GLP1R cytotox: qHTS of GLP-1 Receptor Inverse Agonists: Cytotox Screen. HEK293 cAMP-luciferase reporter cells, luminescence, 24 h. 410,000 compounds, 0.13% hits. Potency, µM (series often up to 38.3 µM), inactives show at the highest dose activity change, negative = inhibition, most hits filed as inhibitors;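 note: loss of luciferase light is scored as toxicity; potency is the fitted concentration of half-maximal effect; % is set by controls: 0 for no effect and ±100 for the full control effect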
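Compound-treated cells are incubated 24 hr at 37 deg C under 5% CO2 after a 12 hour attachment period, then luciferase detection reagent is added and luminescence is measured following 12 min at room temperature; lowered signal indicates toxicity.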
Akt phos inh: HTS Assay for Inhibitors of Akt Phophorylation: Primary Screen; activity change, % for hits at 50 µM; Neuro2A IGF-stimulated pAkt S473 HTRF, 20 min; stronger effect = lower value; 360,000 compounds, 0.32% hits; AID 651550, 2012; in the data active = activity change below about -80%; inconclusive = mostly about -51% to -80%; note: % is set by controls: 0 for no effect and ±100 for the full control effect
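Single-point screen (50 µM final compound) in Neuro2A cells stimulated 20 min with 6 nM IGF at 37 deg C. After lysis, Ser473-phosphorylated Akt read by HTRF (ex 330 nm, em 615/665 nm) as the 665/615 ratio.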
FUS yeast rescue: qHTS for Suppressors of FUS Proteinopathy: Primary screen using FUS-linked yeast assay; S. cerevisiae FUS-expressing, growth rescue, OD600, 24 h; 390,000 compounds, 0.24% hits; AID 1347120, 2019; Potency, µM (top dose mostly 76.6 µM), inactives show at the highest dose growth rescue (activation), most hits filed as activators;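 note: potency is the fitted concentration of half-maximal effect; plate controls were DMSO vehicle for no effect and reference control for full effect; nearly all actives have a fitted effect of over 55% in size; some results filed as inactive show a strong effect at the top dose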
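Restored growth of FUS-toxic S. cerevisiae, read as 600 nm absorbance after 24 h at 30C in galactose medium (starting OD 0.005). Controls CP55940 and DMSO.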
TDP-43 yeast inh: qHTS of TDP-43 Inhibitors. TDP-43 expressing yeast growth rescue, BacTiter-Glo, 24 h. Potency, µM (titrated, usually from 46.1 µM), inactives show top-dose growth rescue (activation), most hits filed as activators. 410,000 compounds, 1.8% hits; note: potency is the fitted concentration of half-maximal effect; % of control where 0% means no effect; nearly all actives have a fitted effect of over 50% in size
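Yeast expressing TDP-43 (pregrown in raffinose, seeded at OD600=0.02 in galactose medium) exposed to compounds 24 hr at 30 deg C. Growth read by BacTiter-Glo luminescence; rescue of toxicity appears as increased signal.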
Abeta yeast res: qHTS for compounds that reverse cellular toxicity of Amyloid beta (A-beta) peptide in yeast: Primary Screen; yeast expressing A-beta42, growth rescue, OD600, 48 h; response scale: 0% DMSO, 100% iron-clioquinol control; Potency, µM (doses to about 46.1 µM), for inactives: top-dose growth rescue, usual class: activators; 410,000 compounds, 0.063% hits; AID 1347071, 2019; note: potency is the fitted concentration of half-maximal effect; nearly all actives have a fitted effect of over 55% in size
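Yeast growth medium received pinned compounds, then yeast cells expressing toxic A-beta were added; plates incubated at 30 C for 48 hr. Growth read as absorbance at 600 nm, normalized to DMSO and equimolar FeCl3 plus clioquinol controls.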
PTHR1 agonist: qHTS for PTHR1 Agonists: Primary Screen | 410,000 compounds, 0.075% hits | Potency, µM (highest dose often 115 µM), inactives show at the highest dose activation, usual class: activators | Parathyroid hormone/parathyroid hormone-related peptide receptor (Homo sapiens), Q03431 | AID 743266, 2014 | HEK293 GP2 PTHR1 cells, GloSensor cAMP luminescence, 1 h; note: potency is the fitted concentration of half-maximal effect; nearly all actives have a fitted effect of over 55% in size; some results filed as inactive show a strong effect at the top dose; inactives centre near -15; many of its hits are not listed in these tables
Target sequence (Q03431 whole entry, looked up): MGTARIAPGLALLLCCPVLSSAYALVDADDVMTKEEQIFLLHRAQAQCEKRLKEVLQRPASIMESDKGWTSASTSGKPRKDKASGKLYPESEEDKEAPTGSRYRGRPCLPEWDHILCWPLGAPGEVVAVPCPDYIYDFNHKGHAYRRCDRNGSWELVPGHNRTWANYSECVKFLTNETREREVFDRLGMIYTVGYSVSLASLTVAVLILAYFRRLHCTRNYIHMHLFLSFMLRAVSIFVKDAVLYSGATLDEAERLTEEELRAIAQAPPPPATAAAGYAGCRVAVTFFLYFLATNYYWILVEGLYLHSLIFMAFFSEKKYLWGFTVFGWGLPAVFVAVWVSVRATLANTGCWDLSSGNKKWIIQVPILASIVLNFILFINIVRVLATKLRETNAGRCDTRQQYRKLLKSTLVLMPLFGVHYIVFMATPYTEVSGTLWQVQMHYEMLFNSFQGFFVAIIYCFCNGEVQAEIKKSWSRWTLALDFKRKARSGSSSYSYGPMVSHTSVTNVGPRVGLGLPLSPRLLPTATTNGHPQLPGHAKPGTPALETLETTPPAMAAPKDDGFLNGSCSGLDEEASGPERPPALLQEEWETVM
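HEK-293-derived GP2 cells expressing PTHR1 and a GloSensor cAMP reporter, 3,000/well, plated overnight, given luciferin plus IBMX (each 0.5 mM as added) for 1 h at 37 °C, then compound for 1 h at 37 °C. Luminescence was read after 15 min at room temperature.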
GLP-1R inv ag: qHTS of GLP-1 Receptor Inverse Agonists (Inhibition Mode); Glucagon-like peptide 1 receptor (Homo sapiens), P43220; HEK293 GLP-1R CRE-luciferase, luminescence, 24 h; GLP-1R form is constitutively active; Potency, µM (doses to about 38.3 µM), for the others: at the highest dose activity change, negative = inhibition, most hits filed as inhibitors; 410,000 compounds, 1.6% hits; AID 624417, 2012; note: potency is the fitted concentration of half-maximal effect; % is set by controls: 0 for no effect and ±100 for the full control effect; nearly all actives have a fitted effect of over 55% in size
Target sequence (P43220 whole entry, looked up): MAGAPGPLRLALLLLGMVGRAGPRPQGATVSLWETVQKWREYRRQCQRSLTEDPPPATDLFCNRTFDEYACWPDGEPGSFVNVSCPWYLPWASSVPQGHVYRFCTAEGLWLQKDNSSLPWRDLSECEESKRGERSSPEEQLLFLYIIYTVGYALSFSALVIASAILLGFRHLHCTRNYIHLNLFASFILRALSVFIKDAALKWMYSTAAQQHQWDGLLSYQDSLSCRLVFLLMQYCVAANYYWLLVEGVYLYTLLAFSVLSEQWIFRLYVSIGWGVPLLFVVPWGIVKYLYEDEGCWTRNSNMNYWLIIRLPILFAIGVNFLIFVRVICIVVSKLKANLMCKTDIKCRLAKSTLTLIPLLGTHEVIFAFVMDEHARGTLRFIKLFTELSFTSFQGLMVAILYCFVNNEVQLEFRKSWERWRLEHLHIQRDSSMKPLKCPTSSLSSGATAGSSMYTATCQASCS
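HEK293 cells stably co-expressing a cAMP-responsive luciferase reporter and constitutively active GLP-1R were seeded, incubated 12 h, then exposed to compounds for 24 h at 37 C. Luminescence was read 12 min after detection reagent; inverse agonists lower signal.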
aSyn yeast inh: qHTS of alpha-syn Inhibitors; AID 652106, 2013; 370,000 compounds, 0.14% hits; Potency, µM (series often up to 46.1 µM), for the others: at the top dose growth rescue (activation), actives largely listed as activators; Yeast expressing alpha-synuclein, growth rescue, BacTiter-Glo, 24 h; note: potency is the fitted concentration of half-maximal effect; % of control where 0% means no effect; nearly all actives have a fitted effect of over 65% in size
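Readout is rescue of growth in alpha-synuclein-expressing yeast, so inhibitors of toxicity appear as activators. Growth after 24 hr at 30 deg C in galactose medium is quantified by luminescence.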
An asterisk follows results filed as active; i = inactive; ? = inconclusive; nt = no result given; & = joins results of further samples; [ ] = dose if it differs, or a comment. Unless noted, calls come from the whole dose curve; as a rule, active = well fitted curve in the direction sought with a large enough effect; inconclusive = small, poorly fitted or top-dose-only effect, or another doubt; inactive = no such curve, though single readings can be large; an effect the other way counts as inactive or inconclusive.

(1) O=C(NCC1CCCO1)Nc1ccccc1 (configuration not stated)
(2) Cc1c(CNCCCc2ccccc2)c(C(=O)O)c(C)n1Cc1cccc(Cl)c1
(3) NS(=O)(=O)c1ccc(NC(=O)COC(=O)C2CCCCC2)cc1
(4) O=c1[nH]cnc2cc(Cl)ccc12
(5) COc1ccc(CCNC(=O)CSc2nnc3ccccn23)cc1
(6) COc1ccc2[nH]c3c(c2c1)CCN1C(=O)C(CC(=O)NC(C)(C)C)C[C@H](C(=O)N2CCCCC2)[C@@]31CCc1ccccc1 (some centres not stated)

screen / no.,1,2,3,4,5,6
MmCpn inh,-1%,nt,1%,0%,1%,-2%
GLP1R cytotox,-4%,1%,1%,-7%,2%,-2%
Akt phos inh,i,nt,i,i,i,i
FUS yeast rescue,-8%,7%,4%,-22%,11%,1%
TDP-43 yeast inh,-3%,2%,10%,3%,-14%,25%
Abeta yeast res,-4%,10%,1%,-19%,-11%,10%
PTHR1 agonist,i,-4%,-18%,-2%[57.5 µM],-3%,-35%[inhibitor]
GLP-1R inv ag,0%,-7%,4%,20%,12%,14%
aSyn yeast inh,-1%,nt,0%,11%,-4%,?

(7) CCOc1ccc(S(=O)(=O)NCCC(=O)OCC(=O)Nc2cc(C)on2)cc1
(8) c1ccc(NCc2cccc3ccccc23)nc1
(9) Cc1ccc(CNc2ccc(O)cc2)cc1
(10) Oc1ccc(Cl)cc1C(C#Cc1ccccc1)N1CCOCC1 (configuration not stated)
(11) CCCCOc1ccc(-c2ncc(C(=O)O)c(C)n2)cc1
(12) CCOCCCn1c(SCC(=O)Nc2ccc(C(C)C)cc2)nc2c(sc3ccccc32)c1=O

screen / no.,7,8,9,10,11,12
MmCpn inh,0%,-4%,-6%,-1%,-1%,nt
GLP1R cytotox,-13%,-2%,-29%,-18%,1%,22%
Akt phos inh,i,i,i,i,i,nt
FUS yeast rescue,-17%,-12%,47%,26%,-16%,-21%
TDP-43 yeast inh,7%,5%,1%,9%,21%,-9%
Abeta yeast res,-3%,7%,-16%,?,-5%,-12%
PTHR1 agonist,-7%,-17%,i,i,-32%[inhibitor],-7%
GLP-1R inv ag,-3%,?,216%[activator],?,-9%,2%
aSyn yeast inh,1%,1%,6%,5%,16%,nt

Exported with bars between the fields: entries from further up.
# | canonical_smiles | MmCpn inh | GLP1R cytotox | Akt phos inh | FUS yeast rescue | TDP-43 yeast inh | Abeta yeast res | PTHR1 agonist | GLP-1R inv ag | aSyn yeast inh
8 | c1ccc(NCc2cccc3ccccc23)nc1 | -4% | -2% | i | -12% | 5% | 7% | -17% | ? | 1%
9 | Cc1ccc(CNc2ccc(O)cc2)cc1 | -6% | -29% | i | 47% | 1% | -16% | i | 216%[activator] | 6%
10 | Oc1ccc(Cl)cc1C(C#Cc1ccccc1)N1CCOCC1 (configuration not stated) | -1% | -18% | i | 26% | 9% | ? | i | ? | 5%

(continued)
(13) COc1ccnc(N2CCN(c3ccccc3)CC2)c1C#N
(14) CCOC(=O)C1CCCN(CC(=O)Nc2nc(-c3ccccc3)cs2)C1 (configuration not stated)
(15) Cc1c(C(=O)O)c(-c2ccccc2)nn1-c1ccccc1
(16) COc1cc(NC(=O)C2CCCN2C(=O)C2CCC(C)CC2)cc(OC)c1OC (configuration not stated)
(17) O=C1CSC(c2cccc(O)c2)N1Cc1ccccc1 (configuration not stated)
(18) COc1ccccc1OCc1ccc(C(=O)Nc2ccc(C)c(C)c2)o1

screen / no.,13,14,15,16,17,18
MmCpn inh,1%,1%,2%,-2%,0%,nt
GLP1R cytotox,3%,6%,-5%,-10%,-20%,3%
Akt phos inh,i,i,i,i,i,nt
FUS yeast rescue,32%,30%,1%,15%,-22%,13%
TDP-43 yeast inh,?,-24%,6%,0%,8%,20%
Abeta yeast res,-38%[inhibitor],-4%,12%,-2%,-10%,3%
PTHR1 agonist,-15%[57.5 µM],-44%[inhibitor],i,-14%,-35%[inhibitor],-35%[inhibitor]
GLP-1R inv ag,56%[activator],?,1%,-1%,?,1%
aSyn yeast inh,-5%,-3%,7%,-5%,11%,nt

(19) Cc1[nH]c2ccccc2c1CCN(Cc1cccnc1)C(=S)Nc1cccc(F)c1
(20) CC(=O)NNC(=S)NC(=O)c1ccc(C)cc1
(21) CCOc1ccc(NC(=O)COC(=O)c2ccc(S(=O)(=O)N3CCOCC3)cc2)cc1
(22) C/C(CC(=O)Nc1ccc(Cl)cc1Cl)=N\NC(=O)c1cnccn1
(23) Cc1ccc(N2CC(C(=O)N3CCN(C(=O)c4ccco4)CC3)CC2=O)cc1 (configuration not stated)
(24) CC(=O)c1ccccc1OCC(O)Cn1c(CO)nc2ccccc21 (configuration not stated)

screen / no.,19,20,21,22,23,24
MmCpn inh,1%,-9%,1%,0%,1%,nt
GLP1R cytotox,-15%,17%,7%,-14%,6%,2%
Akt phos inh,i,i,i,i,i,nt
FUS yeast rescue,34%,-5%,-10%,24%,-17%,-2%
TDP-43 yeast inh,-3%[0.397 µM],1%,5%,4%,-16%,7%
Abeta yeast res,9%,9%,-5%,-10%,9%,-18%
PTHR1 agonist,-16%,i,i,-16%,i,-16%
GLP-1R inv ag,?,-5%,11%,?,-3%,-1%
aSyn yeast inh,1%,2%,2%,-2%,5%,0%

(25) Cc1cccc(N2CCN(C(c3cccs3)c3nnnn3C(C)(C)C)CC2)c1C (configuration not stated)
(26) Cc1ccc(CN2CC(N3CCN(C)CC3)CS2(=O)=O)cc1 (configuration not stated)
(27) Cc1ccc(NS(=O)(=O)c2cccc(C(=O)N/N=C/c3ccc4c(c3)OCCO4)c2)c(C)c1
(28) COC(=O)c1ccc(C(=O)OC)c(NC(=O)CN(C)Cc2ccc(Cl)c(Cl)c2)c1
(29) CCOc1cc(CNC(=O)c2ccc3nc(CCc4ccccc4)oc3c2)ccc1OC
(30) O=C(C[C@H]1C/C=C\CC[C@H](Cc2ccc(F)cc2)C(=O)OC[C@H]2CCCN2C1=O)N[C@H](CO)Cc1ccccc1

screen / no.,25,26,27,28,29,30
MmCpn inh,0%,nt,-14%,2%,nt,0%
GLP1R cytotox,5%,0%,-11%,-5%,-2%,2%
Akt phos inh,i,i,i,i,nt,i
FUS yeast rescue,1%,-20%,nt,-8%,-14%,?
TDP-43 yeast inh,-23%,25%,12%,12%,?,24%
Abeta yeast res,-23%,-18%,9%,9%,16%,3%
PTHR1 agonist,?,-20%,0%,i,i,i
GLP-1R inv ag,17%,-6%,-14%,-2%,12%,-20%
aSyn yeast inh,2%,0%,2%,-13%,nt,3%

(31) CSc1ccccc1C(=O)Nc1ccc2c(c1)OCCO2
(32) C[C@@H]1COC(=O)[C@H](NC(=O)OCC2c3ccccc3-c3ccccc32)C/C=C\C[C@@H](CC(=O)N(CCO)Cc2ccccc2)C(=O)N1
(33) CCCCNC(=O)CCn1c(=O)c2cccn2c2ccc(F)cc21
(34) Cc1ccc(C)c(OCc2nnc(NC(=O)c3ccco3)s2)c1
(35) COc1ccc(S(=O)(=O)N2CCCC2)c2ccccc12
(36) O=[N+]([O-])c1ccccc1S(=O)(=O)N(CC1CO1)c1ccccc1 (configuration not stated)
(37) CCC(C)NC(=O)CSc1c2c(nc3cc(Cl)ccc13)CCCC2 (configuration not stated)
(38) COc1ccc(C(=O)N2CCN(Cc3ccccc3[N+](=O)[O-])CC2)cc1

screen / no.,31,32,33,34,35,36,37,38
MmCpn inh,nt,1%,0%,0%,-7%,0%,nt,0%
GLP1R cytotox,?,-1%,1%&-10%,0%,0%,19%,1%,-3%
Akt phos inh,i,i,i,i,i,i,nt,i
FUS yeast rescue,-3%,28%,-24%&-3%,2%,-9%,1%,-9%,-6%
TDP-43 yeast inh,-4%,18%,2%&17%,17%,15%,-19%,0%,-12%
Abeta yeast res,16%,1%,1%&-20%,12%,-11%,-3%,4%,-17%
PTHR1 agonist,i,-18%,-7%&-11%,i,i,0%,-32%[inhibitor],-23%
GLP-1R inv ag,16%,8%,1%&-6%,4%,-16%,12%,-5%,-12%
aSyn yeast inh,-2%,0%,2%,-2%,-1%,1%,nt,1%

Entries shown so far with an aryl thioether with sulfur outside any ring:
(5) COc1ccc(CCNC(=O)CSc2nnc3ccccn23)cc1
(12) CCOCCCn1c(SCC(=O)Nc2ccc(C(C)C)cc2)nc2c(sc3ccccc32)c1=O
(31) CSc1ccccc1C(=O)Nc1ccc2c(c1)OCCO2
(37) CCC(C)NC(=O)CSc1c2c(nc3cc(Cl)ccc13)CCCC2 (configuration not stated)

screen / no.,5,12,31,37
MmCpn inh,1%,nt,nt,nt
GLP1R cytotox,2%,22%,?,1%
Akt phos inh,i,nt,i,nt
FUS yeast rescue,11%,-21%,-3%,-9%
TDP-43 yeast inh,-14%,-9%,-4%,0%
Abeta yeast res,-11%,-12%,16%,4%
PTHR1 agonist,-3%,-7%,i,-32%[inhibitor]
GLP-1R inv ag,12%,2%,16%,-5%
aSyn yeast inh,-4%,nt,-2%,nt

Screens (PubChem BioAssay)

Only part of the results is shown, so the mix of outcomes need not match the whole.
